Bioassay records as filed in PubChem BioAssay.
KCNK3 block – human KCNK3 channel inhibitors, primary screen, CHO cells, FluxOR thallium flux, B-score; 0.84% of 340,000 active; Potassium channel subfamily K member 3 (Homo sapiens), O14649; FluxOR fluorescence; active compounds read low; B-score at 10 µM;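 active = B-score under library mean minus 4 SD, starting fluorescence ratio at most library mean plus 5 SD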;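 also: more negative B-score means stronger inhibition of thallium flux through KCNK3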
Target sequence (O14649 whole entry, looked up): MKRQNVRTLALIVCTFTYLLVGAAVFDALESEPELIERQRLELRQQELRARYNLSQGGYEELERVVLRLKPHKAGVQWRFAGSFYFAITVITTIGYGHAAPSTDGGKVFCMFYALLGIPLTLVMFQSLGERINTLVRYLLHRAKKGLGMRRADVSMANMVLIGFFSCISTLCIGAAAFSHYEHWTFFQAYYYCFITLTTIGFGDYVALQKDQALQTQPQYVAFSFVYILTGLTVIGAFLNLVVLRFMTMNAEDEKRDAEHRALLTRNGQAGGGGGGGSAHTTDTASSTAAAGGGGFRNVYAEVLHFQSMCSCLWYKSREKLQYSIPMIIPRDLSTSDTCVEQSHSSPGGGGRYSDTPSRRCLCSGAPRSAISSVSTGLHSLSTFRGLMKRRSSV
ANO1 activ – TMEM16A chloride channel activators or potentiators, primary screen, cell-based, HTS | AID 623877, 2012 | 0.3% of 340,000 active | B-score at 10 µM | HEK293 TMEM16A/YFP-H148Q/I152L, iodide quench fluorescence; active compounds read low | Anoctamin-1 (Mus musculus), Q8BHY3;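 active = fluorescence-ratio B-score plate-corrected deviation score at least 3 library SD below zero, with starting fluorescence score within 5 deviations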;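 also: channel opened by trigger with iodide after compound preincubation; score built on the fluorescence ratio of max minus min over baseline; more negative score means more quench and so TMEM16A activation or potentiation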
DYRK1A inh – rat Dyrk1A kinase inhibitors, primary screen, biochemical, single point, plate reader; ADP-Glo luminescence, NFATc1 peptide; inhibition, % at 12.5 µM; 0.43% of 310,000 active; Dual specificity tyrosine-phosphorylation-regulated kinase 1A (Rattus norvegicus), Q63470; in the data active = inhibition above about 50%;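 also: plate controls were vehicle with enzyme for no effect and no enzyme for full effect; many of its hits are not listed in these tables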
HDAC3 inhib – HDAC3 deacetylase inhibitors, primary screen, biochemical, fluorescence, cell-free homogeneous; Histone deacetylase 3 (Homo sapiens), O15379; recombinant HDAC3, fluorogenic peptide/trypsin coupled; inhibition, % at 8.3 µM; 0.15% of 320,000 active; AID 2718, 2010; in the data active = inhibition above about 26%, passing the limit was not always enough
Target sequence (O15379 whole entry, looked up): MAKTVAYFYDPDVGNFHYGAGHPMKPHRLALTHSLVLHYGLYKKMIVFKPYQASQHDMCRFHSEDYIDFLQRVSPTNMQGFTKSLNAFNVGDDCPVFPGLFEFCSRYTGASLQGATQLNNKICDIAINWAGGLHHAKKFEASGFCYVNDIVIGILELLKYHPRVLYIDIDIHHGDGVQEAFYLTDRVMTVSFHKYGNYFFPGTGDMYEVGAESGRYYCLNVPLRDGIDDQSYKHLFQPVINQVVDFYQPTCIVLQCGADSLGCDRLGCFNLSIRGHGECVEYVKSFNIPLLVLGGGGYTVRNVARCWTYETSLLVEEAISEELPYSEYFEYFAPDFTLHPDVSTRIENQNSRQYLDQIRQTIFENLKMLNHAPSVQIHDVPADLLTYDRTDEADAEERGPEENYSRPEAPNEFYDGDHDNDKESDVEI
* hit, by the source's call; i = inactive. Not all compounds are listed, so the mix of outcomes need not match the whole.

Results follow in this order: KCNK3 block	ANO1 activ	DYRK1A inh	HDAC3 inhib
- Cc1cccc(OCCCC(=O)Nc2ccc(Cl)c(S(=O)(=O)N3CCOCC3)c2)c1
    i	i	4	4
- COc1cc(OC)c(C(=O)OCC(=O)c2ccc3c(c2)NC(=O)CO3)cc1OC
    i	i	-1	5
- COc1ccc(NS(=O)(=O)c2ccc(C(=O)N3CCN(c4ccc(F)cc4)CC3)cc2)cc1
    i	i	-40	6
- CCCCCCSc1ccc([C@@H]2[C@H]3C(=O)N(CC)C(=O)[C@H]3[C@]3(C(=O)OC)CCCCN23)cc1OC
    i	i	-1	-3
- COc1ccc(C)cc1NC(=O)CCc1ccc(S(=O)(=O)N2CCOCC2)cc1
    i	i	2	1
- O=C(COC(=O)c1cc(=O)c2ccccc2o1)Nc1cc(Cl)ccc1Cl
    i	i	-8	-1
- O=C(CCNS(=O)(=O)c1ccc(OC(F)(F)F)cc1)NC1CC1
    i	i	-3	-1
- C[C@@H]1CN([C@H](C)CO)C(=O)c2cccc(NC(=O)c3ccncc3)c2O[C@@H]1CN(C)Cc1ccc(C(=O)O)cc1
    i	i	-8	0
- C=CCC[C@@H](Cc1ccc(F)cc1)C(=O)OC[C@@H](Cc1c[nH]c2ccccc12)NC(=O)[C@@H](CC=C)CC(=O)N[C@H](CO)Cc1ccccc1
    i	i	-11	3
- COc1ccc(CNC(=O)c2cc(C3CC3)nc3c2cnn3C(C)C)cc1
    i	i	-2	1
- COC(=O)C1CCN(C(=O)COC(=O)/C=C/c2ccc(O)c(OC)c2)CC1
    i	i	15	4
- CON(C)C(=O)c1ccccc1N(C)C(=O)OC(C)(C)C
    i	i	-1	1
- COCCN(CC(=O)Nc1cccc(C)c1C)C(=O)c1oc2ccccc2c1C
    i	i	2	1
- O=C(Cc1ccccc1)Nc1cccc(S(=O)(=O)N2CCCCCC2)c1
    i	i	5	6
- O=C(OCC(=O)N1CCN(c2cccc(Cl)c2)CC1)c1ccco1
    i	i	-2	-4
- O=C1C=C(c2cc(F)ccc2F)C[C@@H](c2ccc(F)cc2)C1
    i	i	3	-8
- O=C(CNC(=O)c1ccc(Cl)cc1)OCN1C(=O)c2ccccc2C1=O
    i	i	-3	1
- O=C(NCC(=O)N1CC=C(c2ccccc2)CC1)c1ccc(F)cc1
    i	i	7	5
- O=C(NCCN1C(=O)S/C(=C/c2cccnc2)C1=O)c1cccs1
    i	i	3	3
- COc1ccc(NS(=O)(=O)c2cc(NC(=O)COc3ccccc3F)ccc2OC)cc1
    i	i	-2	-2
- CC(Oc1ccc(C#N)cc1)C(=O)N1CC=C(c2ccccc2)CC1 (stereo not given)
    i	i	-1	3
- CCC(=O)NC(c1ccc(C)cc1)c1cc(Cl)c2cccnc2c1O (stereo not given)
    i	i	-3	-3
- Cc1ccc(OC(C)C(=O)Nc2ccc(F)cc2)c([N+](=O)[O-])n1 (stereo not given)
    i	i	3	-1
- CC1(C2CC2)NC(=O)N(CC(=O)NCC(=O)Nc2ccc(F)c(F)c2F)C1=O (stereo not given)
    i	i	6	-1
- CCOC(=O)N1CCC(NCCNC(=O)c2ccc(F)cc2)CC1
    i	i	1	8
- COc1ccc(NS(=O)(=O)c2ccc(O)c(C(=O)OCC(=O)N3CCCCC3)c2)cc1
    i	i	1	0
- CCNC(=S)NNC(=O)c1ccc(S(=O)(=O)NCc2ccco2)cc1
    i	i	-2	-3
- COc1ccc([N+](=O)[O-])cc1NS(=O)(=O)c1cc(C(=O)N2CCN(C)CC2)ccc1OC
    i	i	4	-3
- CCOC(=O)C1=C(C)NC(C)=C(C(=O)OCC)C1C(=O)OCC(=O)N(C)Cc1ccccc1
    i	i	4	0
- Cc1ccc(NC(=O)CN2C(=O)NC(C)(CC(C)C)C2=O)cc1F (stereo not given)
    i	i	4	4
- CC1CCC(NC(=O)CCN2C(=O)C3CC=CCC3C2=O)CC1 (stereo not given)
    i	i	-1	1
- COc1ccc(S(=O)(=O)N(C)C[C@@H]2Oc3ccc(NS(=O)(=O)c4cn(C)cn4)cc3C(=O)N([C@@H](C)CO)C[C@@H]2C)cc1
    i	i	1	-8
- O=C(COC(=O)c1ccccc1O)NCCc1c[nH]c2ccccc12
    i	i	6	0
- O=C(CSc1nnc(C2CC2)n1C1CC1)c1cccs1
    i	i	-4	-4
- C=CCn1c2ccccc2c(=O)c2cc(C#Cc3cc(OC)cc(OC)c3)ccc21
    i	i	5	2
- Cc1c(C(C)C[C@H](C)O)oc(=O)c2c1Oc1c(C)c(C(C)C[C@H](C)O)oc(=O)c1C2 (stereo not given in full)
    i	i	1	1
- COc1ccc(-n2nnnc2SCC(=O)NC2CCS(=O)(=O)C2)cc1 (stereo not given)
    i	i	24	9
- COc1ccc(C(=O)OCC(=O)c2ccc(CNC(C)=O)s2)cc1
    i	i	3	8
- CC(C)c1ccc(NC(=O)C2CCCN2S(=O)(=O)c2ccccc2F)cc1 (stereo not given)
    i	i	3	-6
- O=C(CN1C(=O)NC2(CCc3ccccc32)C1=O)NCCc1ccccc1 (stereo not given)
    i	i	4	-2

(next part)
compound,KCNK3 block,ANO1 activ,DYRK1A inh,HDAC3 inhib
O=C(COC(=O)CN1C(=O)c2ccccc2C1=O)Nc1ccccc1,i,i,2,-4
CN(c1ccccc1)S(=O)(=O)c1ccc(C(=O)NCC(c2ccco2)N2CCCCC2)cc1 (stereo not given),i,i,4,-2
COc1c(F)cccc1C1=CC(=O)C[C@H](c2ccc3c(c2)OCO3)C1,i,i,3,0
O=C(C[C@H]1C/C=C\CC[C@H](Cc2ccc(F)cc2)C(=O)OC[C@@H]2CCCN2C1=O)N[C@H](CO)Cc1ccccc1,i,i,5,6
COc1ccc(-c2sc3ccccc3c2/C=C/c2ccc(N)cc2)cc1,i,i,7,-3
CN(CC(=O)Nc1ccc(Cl)c(C(F)(F)F)c1)C(=O)c1ccc2c(c1)NC(=O)CS2,i,i,5,15
O=C1C=C(c2cc3ccccc3s2)C[C@@H](c2ccc3c(c2)OCO3)C1,i,i,5,5
O=C(COC(=O)c1nc(Cl)ccc1Cl)NC1CCCCC1,i,i,-1,-2
O=C(COC(=O)c1ccco1)Nc1ccc(Cl)cn1,i,i,4,1
O=C(c1ccc(F)c(S(=O)(=O)N2CCOCC2)c1)N1CCN(c2ncccn2)CC1,i,i,-1,-3
CC(C)[C@H](NC(=O)c1ccc([N+](=O)[O-])cc1Cl)C(=O)N1CCN(C/C=C/c2ccccc2)CC1,i,i,2,4
COc1ccc(NC(=O)COC(=O)C2CC2)cc1S(=O)(=O)N1CCCCC1,i,i,-4,2
Oc1cc(-c2ccc(N3CCCCC3)nc2)cc2cccnc12,i,i,-41,-5
O=C(O)c1ccccc1C(=O)OCCc1cc2ccccc2c(=O)o1,i,i,6,1
CC1CCCC(NC(=O)COC(=O)c2cc(=O)[nH]c3ccccc23)C1C (stereo not given),i,i,-3,3
O=C(CCNC(=O)c1ccc(Br)cc1)NNC(=O)COc1ccccc1F,i,i,0,-4
CC(=O)Nc1ccc(/C=C(\C#N)S(=O)(=O)c2ccc(C)cc2)cc1,i,i,-2,-2
COc1ccc2c(CC(=O)OCc3nc4ccsc4c(=O)[nH]3)coc2c1,i,i,-2,2
COc1ccccc1CNC(=O)COC(=O)/C=C/c1ccc2c(c1)OCO2,i,i,1,-1
NS(=O)(=O)c1ccc(NC(=O)c2ccc(S(=O)(=O)N3CCCCC3)cc2)cc1,i,i,-8,-5

Profiles, looked up by structure:
NS(=O)(=O)c1ccc(NC(=O)c2ccc(S(=O)(=O)N3CCCCC3)cc2)cc1 is listed with KCNK3 block: i; ANO1 activ: i; DYRK1A inh: -8; HDAC3 inhib: -5
CC(=O)Nc1ccc(/C=C(\C#N)S(=O)(=O)c2ccc(C)cc2)cc1 is listed with KCNK3 block: i; ANO1 activ: i; DYRK1A inh: -2; HDAC3 inhib: -2

Additional results follow.
compound,KCNK3 block,ANO1 activ,DYRK1A inh,HDAC3 inhib
CCOc1ccccc1NC(=O)COC(=O)C1CCC(=O)N1 (stereo not given),i,i,8,-7
COc1ccccc1C(=O)NCCC(=O)NCC1CCCCC1,i,i,-4,-5
Cc1ccc(NC(=O)CCC(=O)c2ccc(Cl)s2)nc1,i,i,1,6
NC(=O)c1cc(Cl)ccc1OCC(=O)NC1CC1,i,i,3,0
C[C@H](NC(=O)c1ccc(C(C)(C)C)cc1)C(=O)N1CCN(C/C=C/c2ccccc2)CC1,i,i,-4,13
CN(CC(=O)N(C)CC(=O)Nc1c(Cl)cccc1Cl)Cc1ccccc1F,i,i,-2,-1
O=C(CCc1nc2ccccc2c(=O)[nH]1)Nc1nnc(SCc2ccccc2F)s1,i,i,0,2
O=C(OCC(=O)N1CCOCC1)c1ccc2ccccc2c1,i,i,9,-6
Nc1cc(=O)[nH]c(SCC(=O)Nc2cc(S(=O)(=O)N3CCCCC3)ccc2Cl)n1,i,i,-3,5
O=C(COC(=O)c1ccc(F)c(S(=O)(=O)N2CCOCC2)c1)Nc1ccc2[nH]c(=O)[nH]c2c1,i,i,8,0
O=C(C1=COCCO1)N1CCN(S(=O)(=O)c2cccc(F)c2)CC1,i,i,-6,-4
Cc1cc(=O)oc2cc(OC(C)C(=O)NC3(C#N)CCCCC3)ccc12 (stereo not given),i,i,5,3
O=C(COC(=O)/C=C/c1cccc(Br)c1)NC1CCCCC1,i,i,-4,1
Cc1noc(C)c1C(=O)OC(C)C(=O)N(C)c1ccccc1 (stereo not given),i,i,2,-13
O=C(COC(=O)CN1C(=O)C2CCCCC2C1=O)NCc1ccc(Cl)cc1Cl (stereo not given),i,i,0,0
O=C(COC(=O)c1cc(S(=O)(=O)N2CCOCC2)ccc1F)Nc1ccc2c(c1)OCO2,i,i,3,-2
O=C1CCCN1C(=O)CSc1ccc2ccccc2n1,i,i,-5,6
Cn1c(N)c(C(=O)COC(=O)CNC(=O)c2ccccc2Cl)c(=O)n(C)c1=O,i,i,-1,-3
O=C1NC[C@@H](c2ccccc2)OC(=O)[C@@H](Cc2ccc(F)cc2)C/C=C\C[C@@H]1CC(=O)N(CCO)Cc1ccccc1,i,i,2,13
COc1ccccc1N(CC(=O)N/N=C(\C)c1ccc(F)cc1)S(=O)(=O)c1ccccc1,i,i,3,7
Cc1cc(C)c(OCC(=O)OCC(=O)NNC(=O)c2ccccc2F)c(C)c1,i,i,-3,0
C=CC[C@@H](CC(=O)N(CCO)Cc1ccccc1)C(=O)N[C@H](C)COC(=O)[C@@H](CC=C)Cc1ccc(F)cc1,i,i,-3,8
CC(=O)N1CCN(S(=O)(=O)c2cccc(C(=O)OCC(=O)N(CCC#N)c3ccc(F)cc3)c2)CC1,i,i,13,-2
Cc1ccccc1-n1c(SCC(=O)N2CCN(c3ccccn3)CC2)nnc1N1CCOCC1,i,i,7,-1
CN(c1ccccc1)S(=O)(=O)c1cccc(C(=O)OCC(=O)Nc2ccc(C(N)=O)cc2)c1,i,i,-4,4
O=C(NCCOc1ccc(Cl)cc1)c1cccc(S(=O)(=O)N2CCCC2)c1,i,i,4,3
CC1CCC(NC(=O)CN2C(=O)c3ccccc3S2(=O)=O)CC1 (stereo not given),i,i,4,3
COc1ccc(CCN(C)C(=O)c2c(C)noc2C)cc1OC,i,i,8,1
COc1ccc(C(=O)NCC(=O)OCC(=O)NC2CCCCCC2)cc1,i,i,0,4
O=C1OC[C@@H]2CCCN2C(=O)[C@H](CC(=O)N(CCO)Cc2ccccc2)C/C=C\CC[C@H]1Cc1ccc(F)cc1,i,i,1,4

Two of the compounds above, field by field:
Compound: COc1ccc(C(=O)NCC(=O)OCC(=O)NC2CCCCCC2)cc1
  KCNK3 block = i; ANO1 activ = i; DYRK1A inh = 0; HDAC3 inhib = 4
Compound: O=C1OC[C@@H]2CCCN2C(=O)[C@H](CC(=O)N(CCO)Cc2ccccc2)C/C=C\CC[C@H]1Cc1ccc(F)cc1
  KCNK3 block = i; ANO1 activ = i; DYRK1A inh = 1; HDAC3 inhib = 4

(cont.)
compound,KCNK3 block,ANO1 activ,DYRK1A inh,HDAC3 inhib
CCCN(CC(=O)Nc1ccc(F)c(F)c1F)C(=O)Cc1ccc(S(=O)(=O)N2CCOCC2)s1,i,i,-2,4
CCOc1cc2c(cc1OCC)CN(CC(=O)Nc1ccccc1C(=O)NC1CC1)CC2,i,i,-4,-4
Cc1ccc(C(=O)Nc2c(C)n(C)n(-c3ccccc3)c2=O)cc1S(=O)(=O)N1CCCCC1,i,i,1,4
O=C(COC(=O)CNC(=O)C1CCCCC1)Nc1ccccc1Cl,i,i,2,2
CC(CCc1ccccc1)NC(=O)COC(=O)C(CCC(N)=O)NC(=O)c1ccc(F)cc1 (stereo not given),i,i,0,-2
CCCn1c(SCC(=O)N(C)C2CCS(=O)(=O)C2)nc2sc3c(c2c1=O)CCC3 (stereo not given),i,i,-3,-5
CC(=O)c1cccc(OCC(=O)Nc2ccccc2N2CCOCC2)c1,i,i,1,-6
